Screening results: PubChem, National Center for Advancing Translational Sciences (NCATS)
RXFP1 antagonist – qHTS Assay for Antagonists of the Relaxin Receptor RXFP1; Relaxin receptor 1 (Homo sapiens), Q9HBX9; 350,000 compounds, 0.59% hits; AID 1259400, 2018; HEK293-RXFP1, relaxin-stimulated cAMP HTRF, 30 min; active compounds read low; activity change, negative = inhibition, % at 57.5 µM;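 active = activity change of -60% or lower, but not beyond a set lower limit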
Target sequence (Q9HBX9 whole entry, looked up): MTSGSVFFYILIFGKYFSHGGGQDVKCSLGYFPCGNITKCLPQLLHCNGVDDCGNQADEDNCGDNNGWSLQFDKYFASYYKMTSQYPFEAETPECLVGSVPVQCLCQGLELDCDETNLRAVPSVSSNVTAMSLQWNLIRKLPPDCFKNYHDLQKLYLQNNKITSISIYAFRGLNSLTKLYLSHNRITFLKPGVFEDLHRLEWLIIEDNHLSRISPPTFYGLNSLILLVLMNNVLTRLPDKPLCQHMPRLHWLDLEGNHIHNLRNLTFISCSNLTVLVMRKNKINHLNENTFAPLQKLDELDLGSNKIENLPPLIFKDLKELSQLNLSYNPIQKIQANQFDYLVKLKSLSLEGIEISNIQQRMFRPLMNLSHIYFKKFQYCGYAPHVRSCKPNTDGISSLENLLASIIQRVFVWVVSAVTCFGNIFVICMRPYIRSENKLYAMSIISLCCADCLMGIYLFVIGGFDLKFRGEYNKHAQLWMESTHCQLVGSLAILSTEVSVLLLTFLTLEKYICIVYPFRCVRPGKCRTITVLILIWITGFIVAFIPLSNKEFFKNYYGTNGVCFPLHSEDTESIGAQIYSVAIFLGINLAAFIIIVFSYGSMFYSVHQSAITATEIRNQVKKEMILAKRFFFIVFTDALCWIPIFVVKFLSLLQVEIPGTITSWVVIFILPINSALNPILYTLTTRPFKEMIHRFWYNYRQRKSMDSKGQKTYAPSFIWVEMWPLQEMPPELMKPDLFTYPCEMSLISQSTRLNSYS
Numbers without * were called inactive. % is set by controls: 0 for no effect and ±100 for the full control effect. The list is partial; count on the stated rates, not on these rows.

RXFP1 antagonist,Molecule
3,CCN(CC)C(=O)C1=C(C)N(CCC2=CCCCC2)C(=O)C(CC(=O)NCc2cccs2)C1 (configuration not stated)
-1,O=C(O)CSC1CC(=O)N(c2ccc(F)cc2)C1=O (configuration not stated)
5,COc1ncnc2c1ncn2CCCN(CCCc1ccccc1)CCCn1cnc2c(OC)ncnc21
12,CC(C)CCN1CCC[C@]2(N[C@H](c3ccc(C(F)(F)F)cc3)[C@@H]3C(=O)N(Cc4ccccc4)C(=O)[C@@H]32)C1=O
0,COc1ccc(S(=O)(=O)N2CCOCC2)cc1NC(=O)CN1CCCc2ccccc21
9,COc1cc(/C=C/C(=O)OCC(=O)NC2CC2)cc(OC)c1OC
-6,Cn1c(=O)n(CC(=O)OCc2ccccc2)c(=O)c2c1nc1n2CCCN1C1CCCCC1
-32,O=C1OC(CN(Cc2ccccc2)Cc2ccccc2)CN1N=Cc1ccc([N+](=O)[O-])o1 (configuration not stated)

Six of the entries above in order of their number in RXFP1 antagonist, rising.
molecule	RXFP1 antagonist
O=C1OC(CN(Cc2ccccc2)Cc2ccccc2)CN1N=Cc1ccc([N+](=O)[O-])o1 (configuration not stated)	-32
Cn1c(=O)n(CC(=O)OCc2ccccc2)c(=O)c2c1nc1n2CCCN1C1CCCCC1	-6
O=C(O)CSC1CC(=O)N(c2ccc(F)cc2)C1=O (configuration not stated)	-1
CCN(CC)C(=O)C1=C(C)N(CCC2=CCCCC2)C(=O)C(CC(=O)NCc2cccs2)C1 (configuration not stated)	3
COc1cc(/C=C/C(=O)OCC(=O)NC2CC2)cc(OC)c1OC	9
CC(C)CCN1CCC[C@]2(N[C@H](c3ccc(C(F)(F)F)cc3)[C@@H]3C(=O)N(Cc4ccccc4)C(=O)[C@@H]32)C1=O	12

More records:
RXFP1 antagonist,Molecule
-6,O=C(COC(=O)c1ccc(Br)cc1)NCC1CCCO1 (configuration not stated)
-7,CN(C)/C=C(\C(=O)c1ccc(Cl)cc1)c1nnnn1-c1ccc(Cl)cc1
-9,CCN(CC)C(=O)C1=C(C)N(Cc2ccc(C(C)(C)C)cc2)C(=O)C(CC(=O)NCC2CCCCC2)C1 (configuration not stated)
1,COc1cccc(OC)c1C(=O)Nc1ccncc1
6,CSc1nc(N)c2c(n1)N(C)C=NS2(=O)=O
-1,COc1cc(NC(=O)c2cccc(S(=O)(=O)N3CCCCC3)c2)cc(OC)c1OC
-13,CCc1ccc(NC(=O)C(C)OC(=O)Cc2cc(OC)c(OC)c(OC)c2)cc1 (configuration not stated)
11,COc1ccc(C2/C(=C(/O)c3ccc4c(c3)CC(C)O4)C(=O)C(=O)N2CCCn2ccnc2)cc1OC (configuration not stated)

Three of the compounds above, as a markdown table:
| structure | RXFP1 antagonist |
| --- | --- |
| COc1cc(/C=C/C(=O)OCC(=O)NC2CC2)cc(OC)c1OC | 9 |
| Cn1c(=O)n(CC(=O)OCc2ccccc2)c(=O)c2c1nc1n2CCCN1C1CCCCC1 | -6 |
| O=C1OC(CN(Cc2ccccc2)Cc2ccccc2)CN1N=Cc1ccc([N+](=O)[O-])o1 (configuration not stated) | -32 |

Following part
RXFP1 antagonist,Molecule
20,CN=C1S/C(=C\c2cccn2-c2cccc(Br)c2)C(=O)N1C
-25,COC(=O)Cc1c(-c2[nH]c3ccccc3c2CC(=O)OC)[nH]c2ccccc12
-15,Cc1ccc(S(=O)(=O)N2CCCCC2)cc1NC(=O)CSc1nnc(C2CC2)n1N
-1,CN1C(=O)c2ccccc2Cc2c(NCc3ccccc3)ncnc21
-19,COc1ccc(NS(=O)(=O)c2cccc(C(=O)N/N=C/c3c(F)c(F)c(F)c(F)c3F)c2)cc1
-12,C1=CC2=NC34CCCCC3CC3=C(CCCC3)N4C2=CC1=NC1CCCCC1 (configuration not stated)
-1,CC(=O)NC(Cc1c[nH]c2ccccc12)C(=O)OCC(=O)N1CCN(S(=O)(=O)c2ccc(Cl)cc2)CC1 (configuration not stated)
-1,COc1cc(NC(=O)CC(C)C)ccc1NC(=O)c1ccco1
-8,Cc1ccc(NC(=O)c2cc(S(=O)(=O)NCC3CCCO3)ccc2F)cc1 (configuration not stated)
-12,O=C(CSc1nnc(-c2ccccc2)o1)NC(=O)Cc1ccccc1
0,CCN(CC)c1cc(CS(=O)c2ccccc2)nc(-c2ccccc2)n1 (configuration not stated)
-29,Cc1ccc(N2C(=O)c3oc4ccccc4c(=O)c3C2c2cccc(O)c2)nc1 (configuration not stated)
-4,COc1ccccc1C(=O)NCC(=O)N1CCN(C/C=C/c2ccccc2)CC1
-2,COc1ccc2nc(Cl)c(C=O)c(N3CCOCC3)c2c1
-9,O=C(Nc1cc(C(F)(F)F)ccc1N1CCOCC1)c1ccncc1
-18,O=c1[nH]c(=O)n(CCCc2ccccc2)cc1-c1ccccc1
-1,O=C(CSCc1ccc(Br)cc1)Nc1ccccc1C(=O)N1CCOCC1
11,CCN(c1ccccc1)S(=O)(=O)c1ccc(Oc2ccccc2C(C)=O)nc1
5,COc1ccc(Nc2nc(C(C)(C)C)nc3c2nnn3Cc2ccccc2Cl)cc1OC
11,CC(C)NC(=O)Nc1ccc2c(c1)C(=O)N([C@H](C)CO)C[C@H](C)[C@@H](CN(C)Cc1ccc(C(F)(F)F)cc1)OCCCC[C@@H](C)O2
-14,COc1cccc(C(=O)NNC(=O)c2ccc3ccccc3c2)c1
7,O=[N+]([O-])c1ccc2nc[nH]c2c1
-8,CCNC(=O)N1C[C@H]2CON(C)[C@H]2C[C@H]1c1ccccc1Br
3,CN(C(=O)CSc1nnc(-c2cccs2)n1N)c1ccccc1
-2,O=C1C(O)CCN1C1CCCCC1 (configuration not stated)
15,CC1(C)NC(=O)N(CC(=O)OCC(=O)c2ccc(Br)s2)C1=O
-3,CC12CCC(=O)N1C(C(=O)N1CCN(c3ccc([N+](=O)[O-])cc3)CC1)CS2 (configuration not stated)
-11,O=C(CCc1ccccc1)Nc1ccccc1OC(=O)c1ccccc1
-11,COc1ccc(NC(=O)c2ccc3c(c2)C(=O)N(Cc2ccncc2)C3=O)cc1S(N)(=O)=O
-11,NC(=S)NN=C1Cc2cccc3cccc1c23
-6,CCOC(=O)C1CCN(C(=O)COC(=O)c2cccc(NS(=O)(=O)c3ccccc3)c2)CC1
-2,CCOc1ccc(NS(=O)(=O)c2ccc(C(=O)NCC(c3ccco3)N3CCCCC3)cc2)cc1 (configuration not stated)
-2,CCC(=O)N(C)C[C@@H]1Oc2ncc(Br)cc2C(=O)N([C@@H](C)CO)C[C@H]1C
18,Cc1ccc(N2C3=C(C(=O)CC(C)(C)C3)C(c3cn(C)nc3C)C3=C2CC(C)(C)CC3=O)cc1
-35,CC(=O)c1nn(-c2cccc(C)c2)cc1C(=O)c1cccc(Br)c1
2,COc1cc(CC(=O)N(CC(C)C)C2CCS(=O)(=O)C2)cc(OC)c1OC (configuration not stated)
0,O=C1NC(c2cccc(OCc3ccccc3)c2)Nc2ccccc21 (configuration not stated)
8,COc1ccc(S(=O)(=O)N2CCN(C(=O)c3ccccc3Cc3ccccc3)CC2)cc1OC
1,COc1ccc(C(=O)C2CC2)cc1
1,CN(Cc1c(F)cccc1Cl)C(=O)C1=CC=CN2CCS(=O)(=O)N=C12

Entries shown so far containing a CF3 group, in the order listed:
RXFP1 antagonist,Molecule
12,CC(C)CCN1CCC[C@]2(N[C@H](c3ccc(C(F)(F)F)cc3)[C@@H]3C(=O)N(Cc4ccccc4)C(=O)[C@@H]32)C1=O
-9,O=C(Nc1cc(C(F)(F)F)ccc1N1CCOCC1)c1ccncc1
11,CC(C)NC(=O)Nc1ccc2c(c1)C(=O)N([C@H](C)CO)C[C@H](C)[C@@H](CN(C)Cc1ccc(C(F)(F)F)cc1)OCCCC[C@@H](C)O2

Next compounds:
RXFP1 antagonist,Molecule
3,C[C@@H]1CN([C@H](C)CO)C(=O)CCCn2cc(nn2)CO[C@H]1CN(C)C(=O)c1cc(-c2ccccc2)on1
2,CC(O)C(NS(=O)(=O)c1ccc2ccccc2c1)C(=O)OCC(=O)Nc1ccccc1OC(F)F (configuration not stated)
0,O=C(O)c1ccc2ccc3ccccc3c2c1
-1,CC(NC(=O)COc1ccccc1)C(=O)N1CCN(c2ccc(F)cc2)CC1 (configuration not stated)
-24,NCC1CCN(c2nc3ccccc3c3c2CCCC3)CC1
-7,COc1ccc(-c2ccc3c(c2)O[C@H](CN(C)C(=O)Nc2ccccc2F)[C@@H](C)CN([C@H](C)CO)S3(=O)=O)cc1
15,O=S(=O)(Nc1cccnc1)c1cccnc1
14,C[C@@H]1Cn2cnc(C(=O)Nc3ccccc3)c2C(=O)N1
3,Cc1ccn2c(=S)[nH]nc2c1
1,CC(C)N1CCN(c2ccncc2S(=O)(=O)N2CCN(C)CC2)CC1
2,CC(=O)N1CCc2cc(S(=O)(=O)NCCC3=CCCCC3)ccc21
0,Cc1ccc(C(=O)NCC(=O)NCC(c2cccs2)N(C)C)cc1C (configuration not stated)
-5,Cc1cc(C)c(C(=O)Nc2ccc3c(c2)OCCO3)c(C)c1
9,CCCC(=O)N1CCCC(C(=O)c2cccc(OC(C)C)c2)C1 (configuration not stated)
-3,Cc1ccccc1NC(=O)Cc1nc(COC(=O)Cc2cccc(C(F)(F)F)c2)cs1
-13,O=C(NCCNC(=O)Nc1ccc(Cl)cc1)Nc1ccc(Cl)cc1
-3,O=C(NCc1ccccn1)C(=O)NCC1OCCN1C(=O)c1ccc(Cl)cc1 (configuration not stated)
-6,C[C@@H]1CN([C@@H](C)CO)S(=O)(=O)c2ccc(C#Cc3cccc(F)c3)cc2O[C@H]1CN(C)S(=O)(=O)c1cn(C)cn1
-7,CCOC(=O)CCN(C(=O)Nc1ccccc1)C1CCCCC1
5,O=C1CCC/C1=c1\s/c(=C/c2cccnc2)c(=O)n1-c1ccccc1
-2,COC(=O)c1ccc(NC(=O)CN2C(=O)NC3(CCC(C)CC3)C2=O)cc1 (configuration not stated)
8,COc1ccc(C#Cc2ccc3c(c2)O[C@H](CN(C)C(C)=O)[C@H](C)CN([C@@H](C)CO)S3(=O)=O)cc1
7,CSCCC(NS(=O)(=O)c1ccccc1F)C(=O)NCC(c1ccco1)N(C)C (configuration not stated)
-8,O=C(OCC(=O)N1CCCCC1)c1ccc2ccccc2n1
-1,Cc1ccc(S(=O)(=O)N2CC(O)CC2C(=O)OCC(=O)Nc2ccc([N+](=O)[O-])cc2C(F)(F)F)cc1C (configuration not stated)
-8,Nc1ccc2c(c1)CCC2=O
1,C[C@@H]1CN([C@@H](C)CO)S(=O)(=O)c2ccc(Br)cc2O[C@H]1CN(C)C(=O)CN(C)C
-2,CCOC(=O)CSc1snnc1C
11,C#CCN(C[C@@H]1[C@@H](OC(=O)NCc2ccccc2)[C@@H](OC(=O)NCc2ccccc2)CN(C(=O)OC(C)C)N1C(=O)OC(C)C)S(=O)(=O)c1ccc(C)cc1
-6,CCCN1CCN(C(=O)c2ccc(S(=O)(=O)N(C)c3ccccc3OC)cc2)CC1
23,O=C1c2ccccc2C(=O)N1CCC(=O)N1CCc2ccccc21
-6,N#CCCN1CCN(CCC#N)c2ccccc21
4,CCN(CC(=O)Nc1ccccc1C(F)(F)F)C(=O)CN1C(=O)NC(C)(c2ccc3ccccc3c2)C1=O (configuration not stated)
-7,COc1ccc(NC(=O)c2nc[nH]c2C(=O)N(C)CCO)cc1
-7,CCN(C(=O)COC(=O)CSc1ccc(C)cc1C)c1c(N)n(Cc2ccccc2)c(=O)[nH]c1=O
9,Cc1ccc(NC(=O)COC(=O)c2ccc[n+]([O-])c2)c(Br)c1
-5,CC(NC(=O)COC(=O)CN1C(=O)C2CCCCC2C1=O)c1ccccc1 (configuration not stated)
9,C[C@@H]1CN([C@H](C)CO)C(=O)CCCn2cc(nn2)CO[C@H]1CN(C)S(=O)(=O)c1cccc(F)c1
6,Cc1ccsc1C(=O)OCC(=O)Nc1cccc(S(=O)(=O)N2CCCCC2)c1
-5,CCc1nc(SCc2nnc(-c3ccc(C)cc3)o2)c2c(C)c(C)sc2n1
-12,c1cnc2ccc3c(c2c1)COCO3
2,COc1ccccc1/C=C/C(=O)N1CCN(S(=O)(=O)c2cccs2)CC1
-9,O=C1NC(c2ccccc2)(c2ccccc2)C(=O)N1COP(=O)(O)O
-6,O=C1[C@@H]2[C@@H](CN3CN(c4ccccc4)N=C(c4ccccc4)[C@@]23c2ccccc2)C(=O)N1c1ccccc1
-11,O=C(COC(=O)CNC(=O)c1ccc(Cl)cc1Cl)NC1CC1
2,CCCCN1C(=O)c2cccc3cc(O)cc(c23)C1=O
5,O=C(Nc1ccn(CCCNCCc2ccccn2)c(=O)n1)OCc1ccccc1
6,CCN(CC)S(=O)(=O)c1ccc(N2CC(C(=O)Nc3cccc(C(=O)NC4CC4)c3)CC2=O)cc1 (configuration not stated)
-13,CN(C)c1nc(N/N=C\c2ccc(Cl)c([N+](=O)[O-])c2)nc(Nc2ccc(F)cc2)n1
5,Cn1c(-c2ccc(C(=O)c3ccccc3)s2)nc2ccccc21
5,Cc1ccc(Nc2nnc(C)c3ccccc23)c(C)c1
-15,CCCCCCn1c(=O)n2n(c1=O)[C@@H]1CN(S(=O)(=O)c3ccc(C)cc3)C[C@]1(O)[C@@H](OC(=O)NCc1ccc(OC)c(OC)c1)C2
10,c1coc(C2=NC(c3ccco3)C(c3ccco3)N2)c1 (configuration not stated)
8,O=C(COC(=O)c1ccc(OC(F)F)cc1)NCC1CCCO1 (configuration not stated)
8,COC(=O)c1ccc(-c2nc(CN3CCN(C(=O)c4ccco4)CC3)c(C)o2)cc1
-18,Cn1c(SCC(=O)Nc2ccc(N3CCOCC3)c(Cl)c2)nnc1-c1ccccc1
